# Compound activity as filed in PubChem.
# KCNK3 inh – human KCNK3 channel inhibitors, primary screen, CHO cells, FluxOR thallium flux, B-score; Potassium channel subfamily K member 3 (Homo sapiens), O14649; FluxOR fluorescence; hits give low values; B-score at 10 µM; hit rate 0.84% among 340,000;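 active = B-score under library mean minus 4 SD, starting fluorescence ratio at most library mean plus 5 SD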;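 note: more negative B-score means stronger inhibition of thallium flux through KCNK3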
# KCNQ1 act – potentiators or activators of KCNQ1 channel, primary screen, cell-based, thallium flux, high-throughput; B-score at 10 µM; Potassium voltage-gated channel subfamily KQT member 1 (Homo sapiens), P51787; CHO-K1 KCNQ1, thallium flux FluxOR fluorescence; hits give high values; hit rate 0.35% among 310,000;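 active = fluorescence ratio B-score, a plate-corrected score, at least three library SD, with initial intensity B-score within 5 SD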
#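 Schedule – 37 °C overnight plating, 90-min dark dye load, 20-min compound pretreatment · System – stable KCNQ1 CHO-K1 line · Probe or stimulus – thallium- and potassium-containing depolarizing buffer · Measured by – kinetic FluxOR fluorescence, 10 s baseline plus 110 s post-stimulus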
# DYRK1A inh – rat Dyrk1A kinase inhibitors, primary screen, biochemical, single point, plate reader; Dual specificity tyrosine-phosphorylation-regulated kinase 1A (Rattus norvegicus), Q63470; ADP-Glo luminescence, NFATc1 peptide; inhibition, % at 12.5 µM; hit rate 0.43% among 310,000; AID 504441, 2011; in the data active = inhibition above about 50%;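 note: plate controls were vehicle with enzyme for no effect and no enzyme for full effect; many of its hits are not listed in these tables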
# TRPC4 agonist – activators of mouse TRPC4 channel, primary screen, Fluo4 calcium, HEK293 TRPC4beta/mu-opioid cells. hit rate 0.49% among 310,000. B-score at 10 µM. AID 2237, 2010. Fluo4 calcium fluorescence; hits give high values;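 active = B-score above 5 SD of library B-scores, and initial fluorescence ratio not above library mean plus 5 SD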;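 note: positive B-score marks a calcium rise read as TRPC4 activation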
#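 Technique: kinetic Fluo4 calcium fluorescence; Test system: TRPC4beta and mu-opioid receptor HEK293 stable cells; Measure: B-scored integrated calcium fluorescence ratio; Benchmarks: low control buffer alone, high control maximal DAMGO; Schedule: 45 min room-temperature Fluo4 loading, 110 s read.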
# Platelet DG rel – inhibitors of platelet dense granule secretion, primary screen, cell-based, MLPCN, human platelets. human platelet-rich plasma, SFLLRN dense granule ATP release, luminescence. inhibition, %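 (compounds screened at 7.5 µM in platelet-rich plasma)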. hit rate 0.22% among 300,000. AID 1663, 2009;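 active = mean replicate score, as percent of positive control, at or above 50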
# KCNQ1 block – inhibitors of human KCNQ1 channel, primary screen, cell-based, thallium flux, high-throughput; CHO-K1 KCNQ1, FluxOR thallium flux fluorescence; hits give high values; B-score at 10 µM; Potassium voltage-gated channel subfamily KQT member 1 (Homo sapiens), P51787; hit rate 1.3% among 310,000;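 active = compounds whose thallium flux B-score, printed positive for inhibition, exceeds three library SD while starting fluorescence stays within three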;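 note: channel opened by potassium depolarization with thallium stimulus after 20 min compound exposure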
# PolyA inh – polyadenylation inhibitors in yeast reporter cells, primary screen, luminescence, S. cerevisiae | S. cerevisiae SKY197-pL101 polyadenylation reporter, beta-gal luminescence; efflux-impaired pdr1/pdr3 knockout yeast; score 100 = 6 SD above DMSO | hit rate 0.02% among 300,000 | calls only at 12 µM | AID 1875, 2009;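 active = lowest replicate activity score at least 50, where 100 means six control SD above control mean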;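 note: yeast exposed to compound for 9 h at 30 °C; higher score means more reporter readthrough which indicates perturbed polyadenylation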
# KCNK9 inh – KCNK9 potassium channel inhibitors, primary screen, HEK293 cells, thallium flux | FluxOR thallium flux fluorescence; hits give low values | B-score at 10 µM | hit rate 1.2% among 310,000;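 active = ratio B-score over 3 SD below the library mean, with starting fluorescence within 5 SD of its mean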;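 note: negative B-score means less thallium flux so channel inhibition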
# TRPC4 potent – positive allosteric modulators of TRPC4, primary screen, cell-based, mouse TRPC4beta, HEK293 mu-opioid, Fluo-4 calcium; Short transient receptor potential channel 4 (Mus musculus), Q9QUQ5; DAMGO EC20, Fluo-4 Ca2+ flux; hits give high values; B-score at 10 µM; hit rate 0.42% among 310,000; AID 2227, 2009;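 active = B-score of calcium response area above 5 SD of library B-scores, with initial fluorescence ratio within 5 SD of library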;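 note: B-score of integrated fluorescence ratio over time as area under calcium response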
# TRPC4 block – inhibitors of mouse TRPC4 channel, primary screen, Fluo4 calcium, HEK293 TRPC4beta/mu-opioid cells | hit rate 0.39% among 300,000 | AID 2247, 2010 | DAMGO-evoked Fluo4 calcium flux; hits give low values | B-score at 10 µM | Short transient receptor potential channel 4 (Mus musculus), Q9QUQ5;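 active = B-score over 3 SD under the library average, no early fluorescence shift, positive overall ratio signal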
#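 Assay system: HEK293 cells with stable TRPC4beta plus mu-opioid receptor expression. Dosing: single dose. Measured by: Fluo4 Ca2+ flux fluorescence. Also added: DAMGO in two steps, submaximal then maximal. Read-out: B score from integrated Fluo4 fluorescence ratio.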
# hERG rescue – hERG rescue from dofetilide block, primary screen, cell-based, CHO-hERG, FluxOR thallium flux, dofetilide IC70; AID 1511, 2009; dofetilide IC70 present; activation (rescue from dofetilide block), less the hit threshold, % at 10 µM; Voltage-gated inwardly rectifying potassium channel KCNH2 (Homo sapiens), Q12809; hit rate 0.51% among 310,000;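 active = activation above the mean of controls blocked by dofetilide plus 5 SD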;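 note: thallium influx through hERG after potassium depolarization seen as dye fluorescence rise; in these data hits start at about 4.7%; inactives centre near -7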
# Target sequence (Q12809 whole entry, looked up): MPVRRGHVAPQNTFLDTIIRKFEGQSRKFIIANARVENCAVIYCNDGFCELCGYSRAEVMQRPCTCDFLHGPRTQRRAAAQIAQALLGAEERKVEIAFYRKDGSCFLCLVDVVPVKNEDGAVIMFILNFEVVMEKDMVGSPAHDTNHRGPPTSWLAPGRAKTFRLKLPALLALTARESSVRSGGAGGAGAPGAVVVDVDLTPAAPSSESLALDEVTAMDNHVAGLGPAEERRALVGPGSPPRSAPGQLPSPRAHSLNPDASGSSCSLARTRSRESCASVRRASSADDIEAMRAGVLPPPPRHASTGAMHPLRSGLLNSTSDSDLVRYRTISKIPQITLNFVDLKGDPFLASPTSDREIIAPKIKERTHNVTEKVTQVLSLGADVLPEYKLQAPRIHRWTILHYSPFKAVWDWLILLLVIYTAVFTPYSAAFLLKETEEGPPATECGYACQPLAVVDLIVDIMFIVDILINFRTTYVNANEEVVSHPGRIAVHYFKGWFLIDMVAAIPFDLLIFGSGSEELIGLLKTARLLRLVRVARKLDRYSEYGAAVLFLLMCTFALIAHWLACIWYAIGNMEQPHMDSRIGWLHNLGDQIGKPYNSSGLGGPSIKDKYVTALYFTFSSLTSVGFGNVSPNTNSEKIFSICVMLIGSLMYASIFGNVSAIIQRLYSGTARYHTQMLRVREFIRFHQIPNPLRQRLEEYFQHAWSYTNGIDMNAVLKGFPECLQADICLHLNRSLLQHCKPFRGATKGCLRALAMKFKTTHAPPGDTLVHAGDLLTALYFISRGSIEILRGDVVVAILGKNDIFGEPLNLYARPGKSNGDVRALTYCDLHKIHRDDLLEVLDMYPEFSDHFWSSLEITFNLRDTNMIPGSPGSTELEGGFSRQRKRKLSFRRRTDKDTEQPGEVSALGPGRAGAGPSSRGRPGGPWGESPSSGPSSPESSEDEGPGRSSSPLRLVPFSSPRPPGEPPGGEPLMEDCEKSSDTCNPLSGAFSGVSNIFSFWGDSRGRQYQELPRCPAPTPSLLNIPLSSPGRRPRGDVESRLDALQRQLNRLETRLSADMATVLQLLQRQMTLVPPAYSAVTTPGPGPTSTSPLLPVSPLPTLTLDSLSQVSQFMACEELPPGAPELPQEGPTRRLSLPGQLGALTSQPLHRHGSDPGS
# * = called active by the depositor; i = inactive; / = no result given. An excerpt (hit frequency here may not be typical).
SMILES,KCNK3 inh,KCNQ1 act,DYRK1A inh,TRPC4 agonist,Platelet DG rel,KCNQ1 block,PolyA inh,KCNK9 inh,TRPC4 potent,TRPC4 block,hERG rescue
O=C(Nc1ccccc1OC(F)F)C1CCCN1C(=O)c1cccs1 (stereo unspecified),i,i,-7,i,19,i,i,i,i,i,-5
NC(=O)COC(=O)c1oc2ccccc2c1CSc1ccc(Cl)cc1,i,i,4,i,2,i,i,i,i,i,-10
CCCOc1ccc(N2C(=O)C3ON(c4ccccc4)C(CCC)C3C2=O)cc1 (stereo unspecified),i,i,-5,i,2,i,i,i,i,i,-5
O=C(CNC(=O)c1ccccc1)OC(C(=O)Nc1cc(C(F)(F)F)ccc1Cl)c1ccccc1 (stereo unspecified),i,i,-1,i,-4,i,i,i,i,i,2
CCOc1ccccc1NS(=O)(=O)N(C)C,i,i,1,i,-3,i,i,i,i,i,-10
CCN1C(=O)CC(C(=O)NC)SC1=Nc1cc(Cl)c(O)c(Cl)c1 (stereo unspecified),i,i,-7,i,-2,i,i,i,i,i,-5
Nc1ccc2nc(Cc3ccccc3)[nH]c2c1,i,i,1,i,-2,i,i,i,i,i,-11
CCN(CC)c1nc(C#N)cc(-c2ccc(OC)cc2)n1,i,i,4,i,1,i,i,i,i,i,-7
Cc1ccn2c(NC3CCCCC3)c(C)nc2c1,i,i,1,i,-7,i,i,i,i,i,-10
CCn1c(=O)c(C(=O)NNS(=O)(=O)c2ccc(Cl)cc2)c(O)c2ccccc21,i,i,-1,i,12,6*,/,i,i,i,-14
COc1cc(/C=N/Nc2nc3ccccc3[nH]c2=O)ccc1O,i,i,-1,i,10,i,i,i,i,i,-13
Nc1ccc2c(c1)nnn2-c1ccccc1,i,i,1,i,-4,i,i,i,i,i,-9
CCCn1c(C)cc(=O)c2cc(NC(=O)c3ccccn3)ccc21,i,i,-8,i,10,i,i,i,i,i,-11
C=CCn1c(SCC(=O)Nc2sccc2C#N)nc2sc(C)c(C)c2c1=O,i,i,5,i,6,i,i,i,i,i,-5
CCOC(=O)Cn1c2ccccc2n2nc(CCC(=O)O)c(=O)nc12,i,i,1,i,1,i,i,i,i,i,-7
COc1ccc(-c2c(C#N)c(C)nc3c2C(=O)c2ccccc2-3)cc1,i,i,-5,i,6,i,i,i,i,i,-11
Cc1ccc2oc(=O)n(CCC(=O)Nc3ccc(N4CCOCC4)cc3)c2c1,i,i,-4,i,-11,i,i,i,i,i,3
O=C(Nc1ccc2c(c1)OCO2)C1CCCN1C(=O)Nc1ccccc1 (stereo unspecified),i,i,-3,i,1,i,i,i,i,i,-5
O=C(CNC(=O)c1ccc(Br)o1)Nc1ncccc1O,i,i,1,i,4,i,i,i,i,i,-11
Cc1cccc(N2CCc3c2nc2ccc(Br)cc2c3N)c1,i,i,1,i,-3,i,i,i,i,i,-2
O=C(CC1C(=O)NCCN1C(=O)Nc1ccccc1)Nc1cc(Cl)ccc1Cl (stereo unspecified),i,i,12,i,5,i,i,i,i,i,-13
O=C(NCCC(=O)N(CCc1ccccc1)Cc1ccccc1)c1ccc([N+](=O)[O-])cc1,i,i,-2,i,-1,i,i,i,i,i,-18
Cc1cc(=O)[nH]c(N/N=C/c2cccs2)n1,i,i,6,i,3,i,i,i,i,i,-7
COc1ccc(C(=O)N/N=C/c2cc3ccccc3[nH]c2=S)cc1,i,i,0,i,-4,i,i,i,i,i,-14
Cc1ccc(S(=O)(=O)N2CCOCC2)cc1NC(=O)CNCc1cccnc1,i,i,14,i,2,i,i,i,i,i,-12
# Going on with the list.
SMILES,KCNK3 inh,KCNQ1 act,DYRK1A inh,TRPC4 agonist,Platelet DG rel,KCNQ1 block,PolyA inh,KCNK9 inh,TRPC4 potent,TRPC4 block,hERG rescue
CCN(CC)C(=O)Cn1cnc2c1c(=O)n(C)c(=O)n2C,i,i,-6,i,3,i,i,i,i,i,-11
Cc1ccc(C)c(NC(=O)NNC(=O)CCc2ccccc2)c1,i,i,-6,i,-1,i,i,i,i,i,-12
O=c1[nH]c(SCc2ccccc2Cl)nc2c1CCCC2,i,i,-9,i,5,i,i,i,i,/,-7
O=c1ccn(-c2cccc(C(F)(F)F)c2)nc1-c1ccn(-c2ccccc2F)n1,i,i,22,i,-1,i,i,i,i,i,-10
O=C(NCc1ccccc1Cl)C1CCCO1 (stereo unspecified),i,i,-4,i,-5,i,i,i,i,i,-13
CCC(C)NC(=O)c1ccccc1NC(=O)c1ccc(CSc2ccc(C)cc2)cc1 (stereo unspecified),i,i,5,i,-4,i,i,i,i,i,-13
C/C(=N/NC(=O)C1CCCCC1)c1ccc([N+](=O)[O-])cc1,i,i,0,i,18,i,i,i,i,i,-9
C=C1C2(C(=O)Nc3nccs3)CCC(C2)C1(C)C (stereo unspecified),i,i,4,i,0,i,i,i,i,i,-11
CCSc1nc2sc3c(c2c(=O)n1-c1ccccc1C)CCN(C)C3,i,i,0,i,3,i,i,i,i,i,-9
CCOC(=O)c1sc2ncn(C(C)C(=O)OC)c(=O)c2c1C (stereo unspecified),i,i,2,i,1,i,i,i,i,i,-3
CCCCNC(=O)Nc1ccc2c(c1)N(C)C(=O)c1ccccc1S2,i,i,-2,i,2,i,i,i,i,i,-9
CCCCCn1c(=O)[nH]c2cc(C(=O)NCCCN3CCCCC3C)ccc2c1=O (stereo unspecified),i,i,5,i,13,i,i,i,i,i,-9
CC1CCCCN1C(=O)CSc1nnc(CSc2ncccn2)n1C (stereo unspecified),i,i,1,i,4,i,i,i,i,i,-8
O=C(Cn1c(=O)oc2cc(S(=O)(=O)NCc3ccccc3)ccc21)N1CCCC1,i,i,-1,i,-3,i,i,i,i,i,-16
COc1ccc(NC(=O)CSc2nnc(NC(=O)CN3CCOCC3)s2)cc1,i,i,3,i,2,i,i,i,i,i,0
CC(=O)NCCc1c(C)n(Cc2ccccc2)c2ccccc12,i,i,15,i,-3,i,i,i,i,i,-9
COc1cc(/C=C2\SC(=S)N(NC(=O)c3ccccc3O)C2=O)ccc1O,i,i,17,i,8,6*,/,i,i,i,4
CCCOC(=O)c1c(NC(=O)c2cnn3c2NC(c2ccccc2)CC3C(F)(F)F)sc2c1CCCC2 (stereo unspecified),i,i,-1,i,-32,i,i,i,i,i,-9
O=C(c1ccccc1)c1ccc(OCC(O)CN2CCN(S(=O)(=O)N3CCCCC3)CC2)cc1 (stereo unspecified),i,i,8,i,4,i,i,i,i,i,-23
C[C@H](NC(=O)c1ccccc1Cl)C(=O)OCC(=O)N1CC2(C)CC1CC(C)(C)C2 (stereo partly specified),i,i,-62,i,-2,i,i,i,i,i,-8
C#CCNC(=O)C1=C[C@H](c2csc3ccccc23)C[C@H](OCc2ccc(CO)cc2)O1,i,i,-3,52*,2,i,i,i,i,i,-18
CC(C)NC(=O)CN(c1cccc([N+](=O)[O-])c1)S(=O)(=O)c1ccccc1,i,i,-1,i,2,i,i,i,i,i,-10
O=C(Nc1ccc(Cl)c(NC(=O)c2cccs2)c1)c1ccco1,i,i,/,i,21,i,i,i,i,i,-5
COc1ccc(Cl)cc1-c1nc(SCC(=O)NC(C)(C)C)n[nH]1,i,i,/,i,2,i,i,i,i,i,-6
Cc1ccc(-n2nc3c(=O)n(CC(=O)NC4CCCCCC4)nc(C)c3c2C)cc1,i,i,2,i,-3,i,i,i,i,i,-6

# Gathered by group, the compounds so far containing a furan ring, fused or not
SMILES,KCNK3 inh,KCNQ1 act,DYRK1A inh,TRPC4 agonist,Platelet DG rel,KCNQ1 block,PolyA inh,KCNK9 inh,TRPC4 potent,TRPC4 block,hERG rescue
NC(=O)COC(=O)c1oc2ccccc2c1CSc1ccc(Cl)cc1,i,i,4,i,2,i,i,i,i,i,-10
O=C(CNC(=O)c1ccc(Br)o1)Nc1ncccc1O,i,i,1,i,4,i,i,i,i,i,-11
O=C(Nc1ccc(Cl)c(NC(=O)c2cccs2)c1)c1ccco1,i,i,/,i,21,i,i,i,i,i,-5

# New compounds follow:
SMILES,KCNK3 inh,KCNQ1 act,DYRK1A inh,TRPC4 agonist,Platelet DG rel,KCNQ1 block,PolyA inh,KCNK9 inh,TRPC4 potent,TRPC4 block,hERG rescue
CCc1ccc2nc(N(CCN(C)C)C(=O)c3ccc4ncsc4c3)sc2c1,i,i,6,i,-3,i,i,i,i,i,-20
CCc1cc(-c2[nH]ncc2-c2ccc3c(c2)OCO3)c(O)cc1O,i,i,52*,i,0,i,i,i,i,i,-23
Cn1cnnc1SCCC(=O)Nc1ccccc1,i,i,-2,i,2,i,i,i,i,i,-9
O=C(CSc1nnc(Cc2cccs2)n1Cc1ccco1)Nc1cc(Cl)cc(Cl)c1,i,i,2,i,0,i,i,i,i,i,-13
CCOC(=O)CCCCC(=O)c1[nH]c(=O)[nH]c1CSc1nc2ccccc2[nH]1,i,i,0,i,-17,i,i,i,i,i,-4
Cc1cc(S(=O)(=O)N(Cc2ccc(C(C)(C)C)cc2)Cc2cccs2)ccc1-n1cnnn1,i,i,-2,i,-5,i,i,i,i,i,-7
CCc1nc(SCc2cccnc2)[nH]c(=O)c1C,i,i,-1,i,-8,i,i,i,i,i,-1
Cc1oc2nc(SCCCC(=O)NCCO)nc(N)c2c1C,i,i,12,i,-3,i,i,i,i,i,-2
O=C(Cn1nnc(-c2ccccc2)n1)Nc1cccc(S(=O)(=O)N2CCOCC2)c1,i,i,0,i,0,i,i,i,i,i,-12
COc1cccc(C(=O)Nc2ccc3c(c2)C(=O)N(CCC(=O)O)C3=O)c1,i,i,9,i,3,i,i,i,i,i,-9
Cn1nnnc1SCc1csc(Nc2ccccc2)n1,i,i,1,i,-1,i,/,i,i,i,-3
